RGS4 inh – Inhibitors of Regulator of G Protein Signaling (RGS) 4: qHTS; Regulator of G-protein signaling 4 (Homo sapiens), P49798; Potency, µM (highest dose often 114 µM), inactives show at the highest dose activity change, negative = inhibition, hits mostly inhibitors; AID 504845, 2011; Transcreener GDP fluorescence polarization, RGS4-accelerated GTP hydrolysis; 390,000 tested, 0.039% active; note: potency is the fitted concentration of half-maximal effect; % is set by controls: 0 for no effect and ±100 for the full control effect; nearly all actives have a fitted effect of over 75% in size; some results filed as inactive show a strong effect at the top dose
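MLSMR compounds (23 nl, pin-transferred) preincubated 10 min at room temperature with a 500nM (2x) first reagent, then RGS4 at 900nM (2x) plus Transcreener GDP mix added; fluorescence polarization (620/688 nm) read before and after 90 min at 30 °C.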
PI4K2A inh – qHTS for small molecular inhibitors of PI4K2A. 420,000 tested, 0.13% active. activity change, negative = inhibition, % at 76.9 µM. Phosphatidylinositol 4-kinase type 2-alpha (Homo sapiens), Q9BTU6. purified PI4K2A, ADP-Glo luminescence, 1 h; stronger effect = lower value. AID 1346378, 2018; in the data active = activity change below about -50%; inconclusive = mostly about -30% to -49%;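 note: -100% = wells without enzyme as full effect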
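PI4K2A activity was measured by ADP-Glo luminescence: enzyme (4 ug/mL stock) and phosphatidylinositol (1.2 mM stock) in Tris pH 7.5/MgCl2/EGTA/Triton X-100 buffer were reacted with ATP (300 microM stock) for one hour at ambient temperature.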
GLS inh – qHTS for Inhibitors of Glutaminase (GLS); Potency, µM (highest dose often 45.5 µM), for the others: top-dose activity change, negative = inhibition, hits mostly inhibitors; Glutaminase kidney isoform, mitochondrial (Homo sapiens), O94925; GLS enzymatic activity, qHTS titration; 410,000 tested, 0.21% active; AID 624170, 2012; note: potency is the fitted concentration of half-maximal effect; % is set by controls: 0 for no effect and ±100 for the full control effect
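hKGA in 45 mM KH2PO4 (pH 8.2), 0.02% Tween-20 with compound, then 1mM L-Glutamine (stock as added) plus glutamate oxidase/HRP/Amplex red coupling mix. Fluorescence read initially and after 30 min at RT; signal change reflects glutamate formation.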
G9a block – qHTS Assay for Inhibitors of Histone Lysine Methyltransferase G9a; Histone-lysine N-methyltransferase EHMT2 (Homo sapiens), Q96KQ7; G9a H3K9 monomethylation, AlphaScreen, 2 h; Potency, µM (series often up to 102 µM), for the others: at the highest dose activity, negative = inhibition, actives largely listed as inhibitors; 350,000 tested, 8.8% active; note: potency is the fitted concentration of half-maximal effect; % is set by controls: 0 for no effect and ±100 for the full control effect; nearly all actives have a fitted effect of over 75% in size
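G9a (20 nM) was preincubated 15 min with compound, then reacted 2 h at room temperature with 500 nM biotin-H3K9 peptide and 20 µM SAM. Monomethyl-H3K9 detected by AlphaScreen using anti-H3K9me1 antibody.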
BAZ2B block – qHTS Assay for Inhibitors of BAZ2B. Bromodomain adjacent to zinc finger domain protein 2B (Homo sapiens), Q9UIF8. AlphaScreen BAZ2B-H3K14Ac peptide displacement. Potency, µM (highest dose often 114 µM), inactives show at the top dose activity change, negative = inhibition, most hits filed as inhibitors. 360,000 tested, 4.4% active; note: potency is the fitted concentration of half-maximal effect; % is set by controls: 0 for no effect and ±100 for the full control effect; nearly all actives have a fitted effect of over 60% in size
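In this displacement format the biotinylated H3(5-23) peptide acetylated at Lys14 serves as ligand at 50 nM, with BAZ2B at 50 nM in PBS pH 7.4 containing 0.01% Tween-20. Donor and acceptor beads are 10 ug/mL final.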
ALOX12 inh – Primary qHTS assay for inhibitors of human arachidonate 12S-lipoxygenase (ALOX12): Round 2; Polyunsaturated fatty acid lipoxygenase ALOX12 (Homo sapiens), P18054; purified 12hLO, xylenol orange hydroperoxide absorbance; Potency, µM (top dose mostly 108 µM), inactives show at the highest dose activity change, negative = inhibition, usual class: inhibitors; 580,000 tested, 1.1% active; AID 1671190, 2021; note: potency is the fitted concentration of half-maximal effect; % is set by controls: 0 for no effect and ±100 for the full control effect
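Purified human 12hLO (150 nM final) in 25 mM Hepes, 0.01% Triton X-100, pH 7.0 was preincubated 15 min at room temperature with compound. Then 40 uM arachidonic acid was added, 30 min. Hydroperoxide was read by Fe-XO absorbance ratio 573/405 nm.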
HP1b binding inh – HTS for Inhibitors of HP1-beta Chromodomain Interactions with Methylated Histone Tails | AlphaScreen HP1-beta / biotin-H3K9me3 peptide binding | Potency, µM (series often up to 114 µM), for the others: top-dose activity change, negative = inhibition, actives largely listed as inhibitors | 390,000 tested, 0.56% active; note: potency is the fitted concentration of half-maximal effect; nearly all actives have a fitted effect of over 70% in size; inactives centre near 23
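HP1-beta protein (50 nM final) preincubated 30 min at room temperature with biotinylated H3(1-18)K9me3 peptide (50 nM) in PBS pH 7.4, 0.01% Tween-20, then compound added for 30 min. AlphaScreen streptavidin donor/nickel chelate acceptor beads (10 ug/mL final), 30 min dark, luminescence read.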
ERG Ets-DNA blk – qHTS for Small Molecule Inhibitors of the ERG Ets/DNA interaction. fluorescence polarization, His-ERG Ets domain / labelled DNA. Potency, µM (highest dose often 76.9 µM), inactives show top-dose FP activity, negative = inhibition, actives largely listed as inhibitors. 370,000 tested, 0.028% active. Transcriptional regulator ERG (Homo sapiens), P11308. AID 624246, 2012; active = well fitted inhibition curve with a large enough effect in the polarisation, with a control signal flat; inconclusive = small, poorly fitted or top-dose-only effect, or effect the other way, or a change in a side signal; inactive = no such curve, though single readings can be large or run the other way; the % refers to the polarisation;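 note: polarization taken with two DNA probes labelled with fluorescein and Texas red; potency is the fitted concentration of half-maximal effect; % of control where 0% means no effect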
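His-tagged ERG Ets domain (1 uM in the protein solution; 300mM KCl, 50mM Tris-HCl, 1mM EDTA, 1mM DTT, pH 7.5) received compound, then a probe mix of 5 nM fluorescein-DNA and 100nM Texas-615-DNA. Fluorescence polarization was read for both dyes.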
JMJD2A Tudor inh – qHTS Assay for Inhibitors of JMJD2A-Tudor Domain | Lysine-specific demethylase 4A (Homo sapiens), O75164 | 390,000 tested, 4.4% active | AlphaScreen JMJD2A-Tudor / H3K4me3 peptide binding | Potency, µM (series often up to 114 µM), for the others: at the highest dose activity change, negative = inhibition, most hits filed as inhibitors; note: potency is the fitted concentration of half-maximal effect; % is set by controls: 0 for no effect and ±100 for the full control effect; nearly all actives have a fitted effect of over 50% in size
* = called active by the depositor; & = joins results of further samples; [ ] = another dose, or the depositor's remark. Unless noted, calls come from the whole dose curve; as a rule, active = well fitted curve in the direction sought with a large enough effect; inconclusive = small, poorly fitted or top-dose-only effect, or another doubt; inactive = no such curve, though single readings can be large; an effect the other way counts as inactive or inconclusive. An excerpt. The share of hits here may be higher or lower than overall.

Cc1ccc(CN2C(=O)c3ccccc3Sc3ccc(C(=O)NCc4ccco4)cc32)cc1 was read as RGS4 inh 11.5%, PI4K2A inh 2.6, GLS inh -7.8%, G9a block -4.9%[59 µM], BAZ2B block -12.5%, ALOX12 inh -30.1%, HP1b binding inh 16.6%, ERG Ets-DNA blk 8.1% and JMJD2A Tudor inh -31.2%.
CCOc1cc(Cn2c(-c3ccc(O)c(OCC)c3)nc3ccccc32)ccc1O was read as RGS4 inh -16.3%, PI4K2A inh -2.1, GLS inh 17.2%, G9a block -36.2%[59 µM], BAZ2B block -23.7%, ALOX12 inh 2.5%, HP1b binding inh 2.5%, ERG Ets-DNA blk 3.2% and JMJD2A Tudor inh inconclusive.
`COc1ccc2cc(-c3nc4ccccc4n3C)c(=O)oc2c1` gave RGS4 inh -15.6%, PI4K2A inh -8.4, GLS inh -17.8%, G9a block inconclusive, BAZ2B block 1.9%, ALOX12 inh 9.4%, HP1b binding inh 46.4%[activator] and JMJD2A Tudor inh -13.6%.
Screening O=C(N/N=C/c1cn(-c2ccccc2)nc1-c1cc2ccccc2o1)c1ccccc1Br returned RGS4 inh -8.4%, PI4K2A inh 3.7, GLS inh -18.7%, G9a block 26.0%[59 µM], BAZ2B block -26.8%, ALOX12 inh -1.2%, HP1b binding inh 49.3%[activator], ERG Ets-DNA blk 0.3% and JMJD2A Tudor inh -2.4%.
`CCCCOC(=O)Nc1cc(Cl)ccc1C` gave RGS4 inh -15.3%, PI4K2A inh -11.2, GLS inh 1.2%, G9a block 56.1%[activator], BAZ2B block 35.6%, ALOX12 inh 7.8%, HP1b binding inh 63.7%[activator], ERG Ets-DNA blk -12.3% and JMJD2A Tudor inh 51.3%[activator].
For CN(C)S(=O)(=O)N1CCC(Oc2cccc(C(=O)NCCCC3CCCC3)c2)CC1 the results were RGS4 inh inconclusive, PI4K2A inh -3.5, GLS inh -0.3%, G9a block 69.6%[activator], BAZ2B block -3.5%, ALOX12 inh -6.0%, HP1b binding inh 21.7%, ERG Ets-DNA blk -9.8% and JMJD2A Tudor inh -1.6%.
O=C(COC(=O)/C=C/c1cccs1)NC1CCCCC1 was read as RGS4 inh 4.2%, PI4K2A inh 3.3, GLS inh -1.7%, G9a block 21.5%, BAZ2B block -1.0%, ALOX12 inh -15.4%, HP1b binding inh 28.8%, ERG Ets-DNA blk -3.3% and JMJD2A Tudor inh -15.9%.
Screening COc1cccc(NC(=O)CN(C)C(=O)c2ccc(N3CCCCC3)c([N+](=O)[O-])c2)c1 returned RGS4 inh -13.7%, PI4K2A inh 1.0, GLS inh -7.1%, G9a block 19.8%[12.7 µM], BAZ2B block inconclusive, ALOX12 inh 4.1%, HP1b binding inh -16.1%, ERG Ets-DNA blk -19.1% and JMJD2A Tudor inh inconclusive.
Screening O=C(c1cc(F)ccc1F)C1CCCN(C(=O)CCN2CCCCO2)C1 (stereo not drawn) returned RGS4 inh inconclusive, PI4K2A inh 5.1, GLS inh 9.2%, G9a block -23.2%, BAZ2B block 0.5%, ALOX12 inh -2.8%, HP1b binding inh -14.2%, ERG Ets-DNA blk -1.8% and JMJD2A Tudor inh -20.6%.
CC(C)Cc1nnc(NC(=O)CN2C(=O)NC3(CC(C)CC(C)(C)C3)C2=O)s1 (stereo not drawn) was read as RGS4 inh -10.9%, PI4K2A inh 2.8, GLS inh 2.9%, G9a block 44.7µM*, BAZ2B block 2.3%, ALOX12 inh -2.7%, HP1b binding inh 24.3%, ERG Ets-DNA blk -8.9% and JMJD2A Tudor inh -11.0%.
Cc1ccc2c(CC(=O)OC(C)C(=O)NCc3ccc4c(c3)OCO4)coc2c1 (stereo not drawn) was read as RGS4 inh 11.4%, PI4K2A inh 6.4, GLS inh 5.6%, G9a block -8.7%[59 µM], BAZ2B block -2.9%, ALOX12 inh 0.0%, HP1b binding inh inconclusive, ERG Ets-DNA blk -1.4% and JMJD2A Tudor inh -21.4%.
For Cc1cc(C(=O)Nc2cccnc2Cl)on1 the results were RGS4 inh 14.4%, PI4K2A inh 1.2, GLS inh -0.7%, G9a block 8.8%[59 µM], BAZ2B block 6.9%, ALOX12 inh -8.4%, HP1b binding inh 26.6%, ERG Ets-DNA blk -0.4% and JMJD2A Tudor inh 14.9%.
`CC1CCCC12NC(=O)NC2=O` (stereo not drawn) gave RGS4 inh 10.5%, PI4K2A inh 4.8, GLS inh 2.6%, ALOX12 inh -22.9%, HP1b binding inh 10.4%, ERG Ets-DNA blk 14.7% and JMJD2A Tudor inh -9.0%.
`CCCc1nc2ccccc2c(=O)n1NC(=O)c1c(O)c2ccccc2[nH]c1=O` gave RGS4 inh 3.7%, PI4K2A inh 4.6, GLS inh 10.0%, G9a block 69.3%[activator][59 µM], BAZ2B block inconclusive, ALOX12 inh 10.5%, HP1b binding inh 17.9%, ERG Ets-DNA blk -0.9% and JMJD2A Tudor inh inconclusive.
Screening O=C(COc1cccc(NC(=O)c2ccco2)c1)c1ccccc1 returned RGS4 inh -29.3%, PI4K2A inh -11.3, GLS inh -9.7%, G9a block inconclusive, BAZ2B block inconclusive, ALOX12 inh -2.8%, HP1b binding inh 25.9%, ERG Ets-DNA blk 0.4% and JMJD2A Tudor inh -18.2%.
Screening CC1CCN(c2c(NCc3ccc(C(=O)NCc4cccnc4)cc3)c(=O)c2=O)CC1 returned RGS4 inh 14.5%, PI4K2A inh -1.0, GLS inh 33.8%[activator], G9a block -9.9%, BAZ2B block -2.9%, ALOX12 inh 1.8%, HP1b binding inh 37.8%, ERG Ets-DNA blk 5.4% and JMJD2A Tudor inh -11.7%.
`COc1cc(C(=O)Nc2ccc3oc(-c4cccnc4)nc3c2)cc(OC)c1OC` gave RGS4 inh -47.4%&24.9%, PI4K2A inh -4.3, GLS inh -4.1%, G9a block 3.8%, BAZ2B block -19.7%, ALOX12 inh 11.2%, HP1b binding inh 29.4%&46.3%, ERG Ets-DNA blk -4.4% and JMJD2A Tudor inh -6.5%&1.4%.
O=S(=O)(/N=C(\Sc1ccc(Cl)cc1)c1ccccc1)c1ccccc1 was read as RGS4 inh -41.2%, PI4K2A inh -1.9, GLS inh 13.3%, G9a block -2.2%[12.7 µM], BAZ2B block 33.5%, ALOX12 inh inconclusive, HP1b binding inh 69.5%[activator], ERG Ets-DNA blk 6.8% and JMJD2A Tudor inh 2.1%.
COC(=O)c1c(NC(=O)c2c(OC)cccc2OC)sc2c1C(C(=O)OC)CC2 (stereo not drawn) was read as RGS4 inh 7.5%, PI4K2A inh -0.2, GLS inh 15.3%, G9a block 3.9%, BAZ2B block -3.6%, ALOX12 inh inconclusive, HP1b binding inh 23.7%, ERG Ets-DNA blk -2.1% and JMJD2A Tudor inh -12.3%.
For Cc1cccc(NC(=O)CNC(=O)c2cccc(S(=O)(=O)NCc3cccs3)c2)c1C the results were RGS4 inh -18.5%, PI4K2A inh -4.5, GLS inh -3.8%, G9a block -9.3%[2.33 µM], BAZ2B block -2.7%, ALOX12 inh 17.6%, HP1b binding inh 43.0%[activator], ERG Ets-DNA blk 9.4% and JMJD2A Tudor inh -4.6%.
O=[N+]([O-])c1ccc(/C=N/Nc2cc(Cl)nc(-c3ccccc3)n2)cc1 was read as RGS4 inh 5.8%, PI4K2A inh -3.5, GLS inh 7.4%, G9a block 7.9%, BAZ2B block -4.8%, ALOX12 inh 250.9%[activator], HP1b binding inh 19.5%, ERG Ets-DNA blk -10.7% and JMJD2A Tudor inh -18.6%.
Screening COCCNc1nnc(SCC(=O)c2c[nH]c3ccccc23)s1 returned RGS4 inh 21.1%, PI4K2A inh 1.1, GLS inh 6.0%, G9a block inconclusive, BAZ2B block -32.6%, ALOX12 inh -16.4%, HP1b binding inh 19.6%, ERG Ets-DNA blk -5.7% and JMJD2A Tudor inh -17.5%.
CCC(C(=O)OCCN(CC)CC)c1ccccc1 (stereo not drawn) was read as RGS4 inh -3.7%, PI4K2A inh 2.4&1.8, GLS inh 4.3%&6.9%, G9a block inconclusive, BAZ2B block inconclusive, ALOX12 inh -19.0%, HP1b binding inh -5.5%, ERG Ets-DNA blk -0.7% and JMJD2A Tudor inh inconclusive.
Screening O=C(O)c1ccc(Nc2nc3ccccc3nc2NS(=O)(=O)c2cccs2)cc1 returned RGS4 inh 14.0%[56.9 µM], PI4K2A inh -6.5, GLS inh 15.6%, G9a block 50.1µM*, BAZ2B block -9.5%[57.1 µM], ALOX12 inh inconclusive, HP1b binding inh 52.7%[activator], ERG Ets-DNA blk -3.6% and JMJD2A Tudor inh -23.0%.

From PubChem
